ABCB6 inh 2 = ABCB6 transporter inhibitors, primary screen, K562-ABCB6 cells, flow cytometry, MLPCN library | ATP-binding cassette sub-family B member 6 (Homo sapiens), Q9NP58 | K562-ABCB6 porphyrin accumulation, 1 h; stronger effect = lower value | fluorescence ratio to DMSO, % at 10 µM | 360,000 tested, 0.19% active | AID 602162, 2011;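 active = fluorescence ratio to DMSO below 75%, the collection mean minus 3 SD; inconclusive = too few cells collected in the well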;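 note: signal is porphyrin accumulated inside mitochondria; 100% equals median channel fluorescence of DMSO control wells; lower ratio means ABCB6 inhibition with less porphyrin fluorescence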
N-glyco inh = increase of ERlucT glycosylation luciferase signal, primary screen, N-linked glycosylation inhibitor project, D54 ERlucT cells, luminescence, set 2 | D54 ERlucT glycosylation luciferase reporter, 24 h; percent of 100 nM tunicamycin response | reporter increase, % at 12.5 µM | 360,000 tested, 0.23% active;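 active = mean luciferase reporter signal, scaled so untreated is 0 and the glycosylation-blocking control 100, at or above a set limit in every replicate; inconclusive = mean reaches the limit but not every replicate does; inactive = mean below the limit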;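 note: luciferase carries N-glycosylation sites so blocking glycosylation raises the light; 0% = median of neutral control wells and 100% = median of 100 nM tunicamycin wells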
PDI inh = inhibitors of human PDI, primary screen, biochemical, turbidity, single point, plate reader; Protein disulfide-isomerase (Homo sapiens), P07237; PDI insulin aggregation turbidity, A650, 90 min; inhibition, % at 10 µM; 350,000 tested, 0.052% active; AID 588391, 2011;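 active = mean inhibition across replicates of 30% or more, whatever share of single replicates reach that level; inconclusive = mean inhibition below 30% while every single replicate reaches 30%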;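 note: absorbance from insulin aggregation driven by PDI reduction with DTT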
Target sequence (P07237 whole entry, looked up): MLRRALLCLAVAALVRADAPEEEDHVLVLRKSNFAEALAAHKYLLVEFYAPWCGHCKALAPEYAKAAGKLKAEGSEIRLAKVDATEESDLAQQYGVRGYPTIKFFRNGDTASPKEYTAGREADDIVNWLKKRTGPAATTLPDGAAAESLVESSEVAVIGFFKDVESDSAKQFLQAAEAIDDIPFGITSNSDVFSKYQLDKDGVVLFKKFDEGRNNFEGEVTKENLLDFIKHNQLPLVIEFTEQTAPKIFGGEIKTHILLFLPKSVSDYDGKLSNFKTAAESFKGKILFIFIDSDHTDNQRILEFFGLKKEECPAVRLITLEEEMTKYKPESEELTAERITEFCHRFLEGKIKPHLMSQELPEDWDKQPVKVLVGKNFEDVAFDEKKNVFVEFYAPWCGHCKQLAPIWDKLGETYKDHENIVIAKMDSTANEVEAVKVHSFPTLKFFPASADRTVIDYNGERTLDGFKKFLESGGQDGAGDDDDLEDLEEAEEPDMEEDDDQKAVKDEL
CaV13 ICDI inh = Disruptors of the CACNA1D IQ motif to Ca2+-dependent inactivation inhibitor domain association, primary screening, Förster resonance energy transfer in intact living …; HEK cells, CFP/YFP FRET ICDI-IQ, plate reader, 10 min; percent FRET-ratio fall versus neutral wells; inhibition, % at 12.3 µM; 340,000 tested, 0.098% active; AID 743397;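 active = mean replicate inhibition of at least 30% and at least 1% of replicates passing that level; inconclusive = only one of the two criteria is met; inactive = neither criterion is met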;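 note: 0% = median of the neutral control wells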
Vif imaging = HIV Vif self-association inhibitors, primary screen, imaging, HEK293T, single point. HEK293T cells, Vif self-association by quenched fluorescence, 24 h. AID 602346, 2012. inhibition, % at 7.49 µM. 340,000 tested, 0.35% active; in the data active = inhibition above about 50%, passing the limit was not always enough; inconclusive = no clear call, values can overlap the other calls; inactive = below about 31%; note: some results filed as inactive read as strong as hits
MC4R antag cAMP = MC4R antagonists of cAMP signaling, primary screen, cell-based, TR-FRET, antagonist arm of biased-ligand search | MC4R-expressing cells, MTII-stimulated cAMP, LANCE TR-FRET | inhibition, % at 6.5 µM | 360,000 tested, 0.48% active | AID 540295, 2011;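 active = inhibition above its plate's cutoff, the mean of tested wells on that plate plus 3 SD, cut at about 29% in these data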;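 note: 0% = Melanotan II alone and 100% = Melanotan II plus saturating MCL0020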
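System: U2OS-MC4R stable cell line; Technique: Eu-cAMP/anti-cAMP TR-FRET, emission 671 nm; Repeats: single well per compound; Also added: Melanotan II; Dosing: one concentration, 6.5 µM nominal; Schedule: 30-min compound, 1-h challenge, 1-h detection, room temperature.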
Cardio protect = cardioprotection against H2O2-induced cell death, primary screen, uHTS, H9c2 cells, ATPLite luminescence; protection from H2O2 cell death, % at 20 µM; 360,000 tested, 0.63% active; H9c2 cardiomyocytes, H2O2 injury protection, 2 h; AID 588492, 2011;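 active = compounds giving at least 50% protection of heart cells from peroxide-induced death in the single-dose screen, raw or plate-pattern-corrected value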;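 note: 0% = DMSO wells with peroxide and 100% = DMSO wells without peroxide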
MC4R barr agon = MC4R agonists recruiting beta-arrestin, primary screen, cell-based, luminescence, agonist arm of biased-ligand search; 360,000 tested, 0.98% active; activation, % at 8.9 µM; U2OS MC4R beta-arrestin complementation; percent of melanotan II response, DMSO zero;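 active = activation above a per-plate cutoff, the mean activation of sample wells on that plate plus 3 SD, cut at about 8% in these data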
HTR2A ag = mouse Htr2a agonists via beta-arrestin recruitment, primary screen, cell-based, luminescence. 5-hydroxytryptamine receptor 2A (Mus musculus), P35363. activation, % at 7.6 µM. 360,000 tested, 0.66% active. CHO-K1 mHTR2A beta-arrestin complementation; percent of 30 µM serotonin response;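 active = activation above a run cutoff, the mean activation of all tested compounds plus 3 SD, cut at about 14% in these data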;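 note: 0% = plate median of compound wells and 100% = 30 µM serotonin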
Target sequence (P35363 whole entry, looked up): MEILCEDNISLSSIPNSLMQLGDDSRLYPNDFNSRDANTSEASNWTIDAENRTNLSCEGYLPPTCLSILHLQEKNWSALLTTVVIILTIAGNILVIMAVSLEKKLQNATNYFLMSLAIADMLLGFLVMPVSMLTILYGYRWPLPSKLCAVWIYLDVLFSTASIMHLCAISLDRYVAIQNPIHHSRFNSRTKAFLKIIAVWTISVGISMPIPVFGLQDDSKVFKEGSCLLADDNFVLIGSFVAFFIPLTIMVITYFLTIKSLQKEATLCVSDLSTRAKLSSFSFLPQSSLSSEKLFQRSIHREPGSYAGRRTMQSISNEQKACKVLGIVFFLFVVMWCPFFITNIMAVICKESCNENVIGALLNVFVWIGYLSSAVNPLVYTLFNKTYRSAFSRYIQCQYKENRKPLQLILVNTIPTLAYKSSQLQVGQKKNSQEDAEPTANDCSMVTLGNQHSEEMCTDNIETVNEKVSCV
aDG glyco up = activators of alpha-DG glycosylation, primary screen, uHTS, Pro5-aDG cells, AlphaScreen; AID 624168, 2012; alpha-DG glycosylation AlphaScreen (IIH6); 0% Pro5, 100% B10-LARGE cell signal; activation, % at 10 µM; 360,000 tested, 0.22% active;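 active = activation of at least 8% versus controls, or a plate z-score of at least 8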;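 note: Pro5 are CHO cells carrying HIG-tagged alpha-DG that lacks glycosylation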
* hit, by the source's call; ? = inconclusive; nt = not tested or not shown. Compounds as they come. About 3.6% of those tested had a hit in this group.

SMILES	ABCB6 inh 2	N-glyco inh	PDI inh	CaV13 ICDI inh	Vif imaging	MC4R antag cAMP	Cardio protect	MC4R barr agon	HTR2A ag	aDG glyco up
CC(=O)Nc1cc(-c2ccccc2N(C)C)cn2c(-c3ccc(S(C)(=O)=O)cc3)cnc12	97.0	-1.2	-0.3	-8.8	nt	13.9	21.4	3.1	7.5	-0.1
Cc1ccc(C)c(S(=O)(=O)N2CCCC2CNC(=O)C(=O)NCC2CCCO2)c1 (centres undefined)	94.0	0.8	5.9	-6.4	-10.0	-4.4	-2.2	-3.6	1.2	0.0
CCOC(=O)C1CCN(c2cc(C)nc3ccc(OC)cc23)CC1	103.0	-0.1	-4.4	-4.5	0.8	-7.1	-8.0	-1.3	-1.1	1.7
COc1ccc(NC(=O)CN(C)C(=O)Cn2c(=O)oc3ccccc32)cc1	97.0	0.3	-4.4	-3.9	-6.2	-1.1	-1.3	0.6	8.8	-0.1
CCc1nc2c(OCc3cc(Cl)cc(Cl)c3)cccn2c1N(C)C(=O)c1ccccc1F	94.0	-0.3	2.3	-4.9	-5.1	4.3	-1.8	-1.3	-8.2	0.1
COc1ccc(OC(C)C(=O)N(C)Cc2nc(-c3ccc(OC)cc3)no2)cc1 (centres undefined)	101.0	-4.7	-5.3	-4.1	-9.1	1.7	-2.3	-0.3	2.8	0.1
CC(=O)Nc1ccc(C(=O)OCc2ccc(Br)cc2)cc1	100.0	-0.6	-11.4	-18.7	-0.1	-0.5	-6.5	0.6	-3.5	-0.2
Nc1c(C(=O)NC2CCCC2)sc2nc(-c3cccs3)ccc12	98.0	3.0	3.1	-11.4	-10.7	8.1	20.4	-2.0	-0.6	0.1
COCCn1c(-c2ccco2)csc1=Nc1cccnc1	98.0	1.4	-4.5	-6.8	0.0	-3.1	2.7	-2.1	0.1	-0.1
COC(=O)c1cc(NC(=O)c2cccnc2)cc(C(=O)OC)c1	102.0	2.3	-1.0	-4.7	-7.4	0.7	4.4	-0.6	-3.3	0.0
CC[n+]1c(C)sc2c(C)cc(C)cc21	101.0	1.6	6.3	-3.8	?	2.7	-3.6	-1.3	-3.3	-0.3
CCOC(=O)c1ccccc1OCc1cc(/C=N/n2cncn2)ccc1OC	97.0	4.4	-2.0	-4.1	-8.0	3.4	35.4	-1.5	-0.2	0.2
Nc1[nH]c(C(=O)c2ccccc2)c(-c2ccccc2C(F)(F)F)c1C(=O)NCCc1c[nH]c2ccccc12	130.0	nt	nt	-9.1	nt	nt	nt	nt	11.4	-0.2
Cc1ccn2cc(C(=O)Nc3nnc(C)s3)nc2c1	99.0	-2.6	-2.2	-4.8	-2.1	5.7	-4.6	-2.7	3.9	0.3
CCN(CC)S(=O)(=O)c1nnc(NC(=O)c2ccco2)s1	98.0	2.2	-0.8	-15.9	-0.1	7.6	-5.3	3.3	4.0	-0.2
CC(NC(=O)COC(=O)CNC(=O)c1ccc(-c2ccccc2)cc1)c1ccccc1 (centres undefined)	91.0	1.2	4.5	nt	3.9	-0.9	-2.6	-0.2	-4.8	-0.1
O=C(CSc1ccc(-c2ccccn2)nn1)Nc1cccc(F)c1	92.0	-4.1	-0.2	-3.3	-2.1	2.1	47.1	2.7	-1.4	0.8
C=CCn1c(=O)c(C(=O)NCc2ccccc2Cl)c(O)c2ccccc21	98.0	3.8	-1.6	-1.4	3.6	25.5	32.4	2.2	2.6	0.0
CC1CC(C)CN(c2ncnc3c2cnn3-c2ccc(Cl)cc2)C1 (centres undefined)	89.0	-2.4	8.2	-6.5	6.4	11.1	-28.8	-0.8	1.4	-0.3
COc1cn(-c2ccccc2)nc1C(=O)NCc1ccccc1	93.0	1.1	2.5	-4.1	1.9	1.7	-0.7	0.1	0.0	0.0
COCOCCn1cc(CN2CCS(=O)(=O)N(Cc3ccc(-c4ccc(OC)nc4)cc3)C(C(C)C)C2=O)nn1 (centres undefined)	92.0	1.5	-16.5	-6.3	1.8	10.1	6.7	1.3	2.4	0.2
CCCCCCCCn1c2c(c(=N)c3c1CCC3)CCCC2	85.0	?	-9.0	-3.8	-19.8	-3.1	-17.5	5.0	-2.5	1.0
Clc1nnc(N2CCCCC2)c2ccccc12	94.0	-0.8	0.9	-3.6	40.5	1.0	-4.2	1.4	5.7	-0.1
CCN1CCN(C(=O)c2ccc(-c3nc4ccccc4s3)s2)CC1	97.0	-4.8	4.3	-5.4	-1.1	-7.1	1.4	-1.4	-10.0	0.1
CCCCN(CC)C(=O)CSc1cc(=O)n(C)c2ccccc12	98.0	3.1	7.5	-4.2	5.8	1.8	5.1	-1.9	-5.0	0.0

(continued)
SMILES	ABCB6 inh 2	N-glyco inh	PDI inh	CaV13 ICDI inh	Vif imaging	MC4R antag cAMP	Cardio protect	MC4R barr agon	HTR2A ag	aDG glyco up
COc1cc(Cl)c(C)cc1NC(=O)CC1SC(N2CCOCC2)=NC1=O (centres undefined)	93.0	-0.5	-4.5	-3.6	-2.6	7.4	3.3	-0.9	-11.5	-0.1
COC(=O)c1cc2sccc2n1CC(=O)N1CCCc2ccccc21	105.0	-0.4	-0.9	-5.9	nt	7.6	9.8	-0.1	-2.9	-0.1
COc1cc(OC)c(OC)cc1CN1CCN(S(=O)(=O)c2ccc(NC(C)=O)cc2)CC1	99.0	-1.8	0.7	-4.8	-3.1	17.7	0.0	0.6	-3.2	0.4
O=C1c2ccccc2C(c2nnnn2C2CCCCC2)N1CCc1ccc(O)cc1 (centres undefined)	96.0	nt	nt	-6.2	nt	nt	nt	nt	-1.7	-0.1
COc1ccc(NC(=O)CN2C(=O)COc3ccccc32)cc1OC	100.0	0.1	-0.3	-19.3	-0.1	3.8	-5.3	-1.6	0.3	-0.1
CNc1ncc(C(=O)c2ccc(Br)cc2)s1	99.0	-5.5	1.8	-4.2	nt	3.4	-5.4	-2.9	-5.8	0.4
C=C(C)C1CC=C(C)/C(=N\NC(=O)CCC(=O)Nc2ccc(C)c(C)c2)C1 (centres undefined)	95.0	1.0	-4.9	-6.8	-1.9	8.5	-4.1	-1.0	0.1	0.1
CCOC(=O)C1CCCN(C2=C(NS(=O)(=O)c3ccc(Br)cc3)C(=O)c3ccccc3C2=O)C1 (centres undefined)	97.0	5.9	3.1	-7.1	5.1	-1.1	-4.5	-5.1	8.9	0.7
CN(Cc1ccon1)C(=O)CC1C(=O)NCCN1Cc1ccccc1C(F)(F)F (centres undefined)	99.0	-0.5	13.0	-2.3	-4.6	0.4	5.8	-1.5	-4.1	0.0
Cc1ccc(C(=O)Nc2nc(-c3ccccn3)cs2)s1	101.0	0.8	-3.6	-3.3	-7.8	1.1	59.4*	-2.8	-6.9	1.5
COc1ccc(-c2ccc(Nc3ccc(S(=O)(=O)N4CCCC4)cc3)nn2)cc1OC	90.0	0.7	-3.9	-4.9	-8.0	19.4	58.5*	1.9	6.7	-0.3
C=CCN(C(=O)c1csnn1)C(C(=O)NCc1ccc(F)cc1)c1cccs1 (centres undefined)	96.0	-2.9	-0.5	-6.9	-5.0	-3.9	-1.4	3.8	-2.7	0.1
COc1cccc(/C=C2\CC(C)Cc3c2nc2ccccc2c3C(=O)O)c1OC (centres undefined)	103.0	1.8	6.7	-4.0	-3.2	13.3	-6.8	-1.2	5.0	-0.1
Cc1ccccc1OCc1nc(-c2ccc(NC(=O)c3ccco3)cc2)no1	98.0	-1.1	7.7	-2.1	-15.8	4.0	-12.7	22.9*	13.3	1.4
CCN(CC)S(=O)(=O)c1ccc(S(=O)(=O)N(CC(=O)Nc2ccccc2)CC2CCCO2)cc1 (centres undefined)	98.0	-1.5	-6.9	-7.6	-6.3	1.9	6.2	-1.3	0.3	-0.1
NNC(=O)CN1C(=O)C2(OCCO2)c2ccccc21	95.0	2.6	-0.9	-5.4	7.5	0.2	0.4	-1.3	-1.0	0.4
O=C(Nc1ccccn1)c1ccc(S(=O)(=O)N2CCCCCC2)cc1	99.0	0.8	10.7	-2.9	-6.8	3.3	-3.6	4.1	14.8*	-0.3
CCN(C(=O)CSc1ncn[nH]1)c1cccc2ccccc12	120.0	0.1	1.2	-5.3	1.0	1.1	-4.5	0.8	-3.3	0.1
COc1ccc(/C=C/C(=O)NC(=S)N2CCN(c3ccccn3)CC2)cc1	95.0	4.2	2.3	-20.8	-7.2	2.1	9.1	-2.6	-7.2	-0.1
Cc1ccc2oc(=O)c3cnn(CC(=O)N4CCCc5ccccc54)c3c2c1	85.0	-1.2	nt	-5.0	-9.8	-2.7	19.3	0.8	11.3	0.2
CC(=O)N1c2ccc(F)c(F)c2C[C@H]1C	97.0	2.2	-3.1	-2.9	5.7	2.4	-1.9	-1.1	2.5	0.2
CCCN1CCN(CC(=O)Nc2nc3ccccc3s2)CC1	96.0	-3.3	-2.9	18.4	-9.5	1.5	-0.8	-1.7	1.5	-0.1
Cc1cc(C)c[n+](CC(=O)c2c(C)cc(C)c([N+](=O)[O-])c2C)c1	92.0	-0.2	0.0	-4.8	0.0	-2.5	6.4	-0.8	0.9	0.0
Cc1ccn2c(NC(=O)c3ccccc3)c(-c3cccs3)nc2c1	91.0	2.1	3.6	-4.2	-10.5	-3.1	10.3	-0.7	-1.7	0.6
Cc1cccc(C)c1OCC(=O)N/N=C/C=C/c1ccco1	104.0	13.3	1.5	6.4	-6.1	-12.3	6.9	-0.2	0.6	-0.2
CCCC(=O)N1CCCC1(C)C(=O)N(C)Cc1cccc2ccccc12 (centres undefined)	97.0	-2.8	3.9	-7.4	1.5	3.0	4.3	-0.4	-1.5	0.0
CCCCN(C(=O)c1ccccc1Cl)C(CC(C)C)c1nc2ccccc2[nH]1 (centres undefined)	99.0	-0.4	nt	-3.0	-2.5	nt	-7.1	nt	0.4	-0.1
CCc1ccccc1NC(=S)N1CCCCCC1	102.0	-0.5	-5.3	nt	-3.3	-4.3	-1.9	-3.0	-1.6	-0.2

A section of the results above, for reference:
SMILES	ABCB6 inh 2	N-glyco inh	PDI inh	CaV13 ICDI inh	Vif imaging	MC4R antag cAMP	Cardio protect	MC4R barr agon	HTR2A ag	aDG glyco up
COc1cc(Cl)c(C)cc1NC(=O)CC1SC(N2CCOCC2)=NC1=O (centres undefined)	93.0	-0.5	-4.5	-3.6	-2.6	7.4	3.3	-0.9	-11.5	-0.1
COC(=O)c1cc2sccc2n1CC(=O)N1CCCc2ccccc21	105.0	-0.4	-0.9	-5.9	nt	7.6	9.8	-0.1	-2.9	-0.1
